# Assay outcomes deposited in PubChem by several laboratories.
# 14-3-3 Bad PPI = disrupts binding of bovine 14-3-3 zeta to phospho-Bad peptide | AID 781 | TR-FRET 14-3-3zeta/Dy647-pBad peptide displacement, 1 h | inhibition, % at 21.7 µM | actives 0.71% (n = 220,000);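 active = inhibition above about 70%, limit read from the data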;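 also: 0% = full 14-3-3 plus peptide FRET controls and 100% = background without 14-3-3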
# Tb hexokinase = blocks Trypanosoma brucei hexokinase 1 activity; recombinant TbHK1, G6PDH-coupled NADH A340; inhibition, % at 10 µM; actives 0.11% (n = 220,000);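 active = inhibition of 50% or more in the single-dose primary screen; inactive = inhibition below 50%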
# MDM2 E3 inh = blocks human Mdm2 ubiquitin ligase activity; actives 0.11% (n = 210,000); cell-based MDM2 ubiquitination luciferase reporter, 2 h; 0 = plate control, 100 = twice control, blank-subtracted; Q00987; signal enhancement, % at 5 µM;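 active = signal enhancement of 30% or more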;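 also: luminescence tracks abundance of the self-degrading MDM2-luciferase fusion protein; higher signal means inhibition of MDM2 E3 ligase activity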
#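 Buffer or medium: Cells held in DMEM | Assay system: Stable mammalian line carrying autodegrading MDM2–luciferase fusion reporter | Quantity: 2000 cells/well | Times: 4 h settle plus 2 h compound, 37 °C | Doses: One concentration, 5 µM, with 0.2% DMSO | Technique: Luminescence with SteadyLite reagent, 15 min at room temperature | Benchmarks: Plate controls and plate blanks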
# Runt-SMMHC FRET = blocks binding of human RUNX1 Runt domain to CBFb-SMMHC | inhibition, % at 20 µM | Cerulean-Runt/Venus-CBFb-SMMHC FRET ratio 530/480, 1 h | actives 0.74% (n = 220,000) | AID 1434 | Q01196+Q13951;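 active = mean inhibition across duplicate retests at 20 µM reaching about 50%, limit read from the data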;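 also: 0% = DMSO wells and 100% = wells with excess untagged CBFb-SMMHC; inhibitors lower the FRET ratio by blocking Runt binding to CBFb-SMMHC; some results filed as inactive read as strong as hits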
# Target sequence (Q01196 whole entry, looked up, the tested form may be a part): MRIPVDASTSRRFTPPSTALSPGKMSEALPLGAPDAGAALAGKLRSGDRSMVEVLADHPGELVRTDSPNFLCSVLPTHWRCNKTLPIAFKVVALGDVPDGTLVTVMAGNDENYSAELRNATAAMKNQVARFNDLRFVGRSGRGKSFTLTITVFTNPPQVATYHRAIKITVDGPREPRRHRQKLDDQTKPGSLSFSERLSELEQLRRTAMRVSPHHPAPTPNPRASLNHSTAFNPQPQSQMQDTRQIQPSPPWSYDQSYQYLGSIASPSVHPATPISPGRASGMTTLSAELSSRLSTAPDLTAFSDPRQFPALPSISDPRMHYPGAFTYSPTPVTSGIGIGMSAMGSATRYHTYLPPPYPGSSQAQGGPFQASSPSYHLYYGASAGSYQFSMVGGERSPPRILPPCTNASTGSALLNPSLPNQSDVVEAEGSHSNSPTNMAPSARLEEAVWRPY
# Target sequence (Q13951 whole entry, looked up, the tested form may be a part): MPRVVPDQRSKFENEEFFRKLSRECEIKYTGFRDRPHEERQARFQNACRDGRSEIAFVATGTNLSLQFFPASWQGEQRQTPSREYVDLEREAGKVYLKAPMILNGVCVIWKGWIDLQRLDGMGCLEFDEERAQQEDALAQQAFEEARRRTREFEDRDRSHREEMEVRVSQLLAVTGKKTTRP
# L929 necroptosis = L929 zVAD cell death inhibition; actives 0.38% (n = 220,000); viability rescue, % at 10 µM; L929 zVAD necroptosis rescue, ATP luminescence, 24 h; with zVAD 60 µM;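 active = activation, scaled between plate controls, above about 75%, limit read from the data; inactive = activation under that limit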;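 also: 0% = zVAD with DMSO and 100% = DMSO alone without zVAD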
# EBV gp42 inh = blocks Epstein-Barr virus glycoprotein 42 binding. Q1HVG2. Fluorescence polarization binding assay, mP read-out. inhibition, % (tested at 21.74 µM). actives 0.42% (n = 220,000); in the data active = inhibition above about 50%
# Target sequence (Q1HVG2 whole entry, looked up): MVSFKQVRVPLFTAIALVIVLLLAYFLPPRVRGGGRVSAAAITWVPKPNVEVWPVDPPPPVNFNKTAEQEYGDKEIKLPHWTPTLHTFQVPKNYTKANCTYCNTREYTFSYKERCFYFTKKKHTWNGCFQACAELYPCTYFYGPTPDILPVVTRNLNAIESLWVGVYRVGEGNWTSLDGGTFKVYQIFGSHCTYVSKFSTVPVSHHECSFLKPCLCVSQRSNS
# Runt-CBFb FRET = inhibitors of human RUNX1 Runt domain binding to CBFb; actives 0.46% (n = 220,000); Cerulean-Runt/Venus-CBFb FRET ratio 530/480, 1 h; inhibition, % at 20 µM; AID 1496;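 active = inhibition over about 50% at 20 µM in the single-dose screen, limit read from the data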;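 also: 0% = DMSO wells and 100% = excess unlabeled CBFb competitor control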
#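 System: Cerulean-labeled Runt domain protein | Quantity: 100 nM of each labeled protein | Schedule: 1 h compound exposure, room temperature | Detection: Fluorescence energy transfer, 422 nm excitation, 530/480 nm emission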
# Hck Nef HTS = human Hck-Nef kinase inhibition | P08631 | Recombinant Hck-YEEI plus Nef, Z-Lyte FRET kinase assay | inhibition, % at 20 µM | actives 0.68% (n = 220,000);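 active = Hck-Nef kinase inhibition above about 50%, limit read from the data; inactive = inhibition below that limit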;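 also: 0% = DMSO with Hck plus Nef and 100% = Hck alone without Nef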
# p47phox inh = p47phox (human) inhibition; P14598; inhibition, % at 24.7 µM; AID 1274; actives 0.53% (n = 220,000); p47phox/p22phox peptide binding, fluorescence polarization, 2 h;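 active = inhibition above about 30%, limit read from the data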;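 also: 0% = p47phox with labelled peptide and 100% = labelled peptide alone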
# Starred values were filed as active, the others as inactive; nt = not tested or not shown; [ ] = another dose, or the depositor's remark. Random draw from the library. About 3.2% of those tested had a hit in this group.
SMILES,14-3-3 Bad PPI,Tb hexokinase,MDM2 E3 inh,Runt-SMMHC FRET,L929 necroptosis,EBV gp42 inh,Runt-CBFb FRET,Hck Nef HTS,p47phox inh
CSc1nc(C)c2cc(C)oc2n1,-11.3,-2.1,-14.2,-2.6,1.6,-0.6,0.9,-2.4,-0.2
NS(=O)(=O)c1ccccc1,-5.7,-6.4,nt,1.9,0.3,-23.4,2.8,19.5,-3.8
CC(C)NS(=O)(=O)c1cc(C(=O)O)ccc1Cl,3.2,5.5,-2.6,4.5,nt,-0.6,-0.2,-8.2,3.8
O=S(Cc1ccccc1)CC(O)(c1ccc(Cl)cc1)c1ccc(Cl)cc1 (configuration not stated),-5.3,4.5,6.5,-2.3,-0.2,-20.0,-0.2,-2.1,0.3
Cn1c(=O)c2c(nc(SCC(=O)OCc3ccccc3)n2C)n(C)c1=O,-18.5,-1.6,-0.2,5.9,0.5,1.9,-1.8,-0.6,-2.8
CCOC(=O)N1CCN(C(=O)C(=O)NNC(=O)COc2ccc(Cl)c(C)c2)CC1,9.3,-4.8,-12.4,2.9,0.1,1.5,1.3,3.1,7.9
CC(=O)OC1OCCOC1NC(=S)NCc1ccco1 (configuration not stated),-5.3,-2.7,15.6,6.9,8.1,-18.4,15.4,20.3,-11.8
CCn1ccnc1C(O)c1ccccc1OC (configuration not stated),-5.4[fluorescence artefact?],-1.7,10.7,3.0,0.4,-5.0,-1.6,13.1,-3.7
COc1cc2c(cc1NC(=O)CN1CCN(S(=O)(=O)c3ccc(F)cc3)CC1)oc1ccccc12,-9.7,-14.7,nt,0.0,16.3,-28.0,-8.3,-6.2,-17.0
CC(=O)c1sc(NC(=O)CCCOc2ccccc2C)nc1C,-4.7,-3.3,3.1,0.0,4.0,-10.3,0.4,16.6,-5.3
Cc1ccccc1-n1nc(-c2cccnc2)cc1C(=O)NN,-10.2,-3.5,-11.7,-4.4,2.5,1.1,-0.5,-1.2,-6.0
CCCC(=O)Nc1sc2c(c1C(=O)Nc1ccccn1)CCCC2,-9.7,-7.9,-5.2,-5.0,10.7,-21.3,-2.8,19.8,-3.3
COc1ccc(/C=N/NC(=O)CCCOc2ccc(Cl)cc2Cl)cc1[N+](=O)[O-],6.0,-1.0,-12.5,-0.2,-0.1,-11.6,0.3,0.7,11.2
CSc1ccc(S(=O)(=O)NCCOc2ccccc2C)cc1,8.0,2.9,-7.3,-2.9,-0.4,-31.9,-1.6,3.0,-4.1
CCCn1nnnc1SCC(=O)Nc1nnc(CC)s1,-5.3[fluorescence artefact?],4.5,-7.4,3.9,-0.4,-5.6,-1.9,0.0,-4.8
CCOCCCNC(=O)CN1C(=O)CSc2cc(S(=O)(=O)N3CCCCCC3)ccc21,8.1[fluorescence artefact?],-0.1,-7.4,0.0,0.5,1.1,-1.4,-2.1,-10.1
O=[N+]([O-])c1cccc(S(=O)(=O)[N-]c2nc3ccccc3nc2-n2cc[n+](Cc3ccccc3)c2)c1,1.9,-7.2,-3.5,-1.8,-0.2,2.7,1.7,20.8,-6.7
O=c1cc(Cl)c(-c2ccccc2)n[nH]1,5.6,0.5,-10.2,-2.8,0.3,14.1,2.2,-0.3,-14.9
CCN1CCCC1CNC(=O)C1CCCN(S(=O)(=O)c2cccc3nsnc23)C1 (configuration not stated),-9.6,8.8,nt,-5.0,0.2,-15.6,-0.2,0.6,-8.6
Cc1ccc(-c2nn(-c3ccccc3)cc2/C=N/NC(=O)c2ccncc2)o1,-12.0,-17.9,-16.6,3.4,0.7,-17.0,-4.3,16.3,-16.3
C[C@@H]1C=C(C(=O)N2CCOCC2)O[C@H](OCc2ccc(CO)cc2)C1,0.2,0.5,nt,-4.5,0.5,-11.3,0.8,12.4,nt
O=C(O)Cc1ccc(O)c(F)c1,1.0,-1.0,nt,5.8,1.4,0.4,-0.1,2.2,-1.5
Cc1ccc(NC(=O)c2ccccc2)s1,-7.7,-9.5,-31.8,10.4,0.0,-16.8,15.2,-0.7,-19.7
Cc1ccc(NC(=S)NCC2CCCO2)cc1C (configuration not stated),-6.8,3.9,-5.4,-1.4,-0.6,-10.1,0.6,7.6,-20.2
CC(=O)c1ccc(NS(=O)(=O)c2ccccc2)cc1,4.4,-29.3,6.2,1.7,-0.3,-15.7,-0.2,-0.9,-14.2

# The listing continues:
SMILES,14-3-3 Bad PPI,Tb hexokinase,MDM2 E3 inh,Runt-SMMHC FRET,L929 necroptosis,EBV gp42 inh,Runt-CBFb FRET,Hck Nef HTS,p47phox inh
Cc1ccccc1NC(=S)NC(=O)c1cc(-c2ccccc2)nc2ccccc12,-12.3,-16.4,-7.8,5.8,-0.2,-13.1,1.4,-0.8,-12.0
O=C(OCc1cn(Cc2ccccc2)nn1)c1ccccc1,5.3,-1.8,-6.3,-4.8,1.2,-2.1,2.4,24.0,-0.5
Clc1cccc(Cl)c1COc1ccccn1,8.8,1.6,1.7,0.3,-0.1,2.5,-2.0,-0.5,-7.2
O=C(CN1CCc2ccccc21)NC(c1ccccc1)c1ccccc1,2.9,-5.8,-12.5,-0.8,-0.3,-21.6,0.1,0.7,-28.3
CSc1nnc(C)c(=O)n1COC(=O)COc1ccc(Cl)cc1Cl,-8.5,-0.5,-9.9,2.3,2.5,-15.1,-1.3,28.1,48.0*
O=C(NC1CCCCCCC1)c1ccc2c(c1)OCO2,4.6,-6.9,-24.3,2.7,0.0,-13.2,0.5,0.9,6.7
N#CCCn1c(SCC(=O)Nc2ccc(N3CCOCC3)cc2)nc2ccccc21,-30.7[fluorescence artefact?],33.4,-4.0,2.4,1.0,-20.9,-0.3,2.6,-11.4
CCCCN(CCCC)S(=O)(=O)c1ccc(NC(=O)CN2CCOCC2)cc1,0.3,-8.7,-8.9,-7.6,-0.5,-18.7,-2.5,1.2,-2.6
CNC(=O)CCSSCCC(=O)NC,-5.4,6.4,-3.9,-0.1,3.6,-7.7,0.0,41.2,1.1
Cc1cc(N2C(=O)c3ccc(C(=O)NCc4ccccc4)cc3C2=O)no1,3.4,3.2,-26.8,-1.5,-0.9,-22.4,nt,-0.6,-7.6
Cn1c(=O)c2c(nc(SCCNS(=O)(=O)c3ccccc3)n2C)n(C)c1=O,4.4,-1.5,-11.8,3.0,0.4,-24.2,-0.9,1.4,-10.5
CN(c1ccccc1)S(=O)(=O)c1cccc(C(=O)Nc2ccc3c(c2)CCC3)c1,26.9,20.4,-1.3,-2.6,7.4,-45.9,2.8,-0.6,-22.7
COc1ccc(N(C)C(=O)c2ccc3snnc3c2)cc1,12.2,-1.6,-11.3,-4.6,-1.2,-12.5,0.4,-8.9,-0.6
COc1ccc(/C=N/NC(=O)CNC(=O)c2cccs2)cc1,1.0,-1.4,-13.1,1.4,0.3,0.0,0.2,0.8,-8.2
C/C(=N\OC(=O)c1c(-c2c(F)cccc2Cl)noc1C)c1nccs1,-13.4,1.1,0.7,-1.8,0.0,-9.4,-0.5,1.7,-6.6
CC(=O)N(c1cccc(C(F)(F)F)c1)c1nc(/C=C/C(=O)O)cs1,7.0,-10.3,nt,1.9,0.5,-3.5,0.1,14.9,-3.6
CSC1=NCCN1C(=O)c1ccc2ccccc2c1,-1.5,4.2,nt,-0.4,0.7,-1.6,0.4,18.5,-5.1
O=C1N=c2ccccc2=C1c1c(O)n(-c2cccc(F)c2)[nH]c1=O,34.1,30.4,-11.1,61.3,0.4,19.7,47.5,-8.3,16.7
Cc1nn(Cc2ccc(C(=O)N3c4ccc(F)cc4CCC3C)o2)c(C)c1Br (configuration not stated),1.6,-6.1,-0.7,-4.1,-0.5,2.4,-7.2,2.0,0.0
O=C1N(CC(=O)N2CCc3ccccc32)CCN1Cc1ccc(Cl)cc1,3.4,-2.5,-13.3,-5.0,0.1,0.4,1.6,-0.2,5.8
CC(=O)c1cccc(NC(=O)c2cc(Cl)sc2Cl)c1,6.2,3.3,9.2,1.7,-0.3,-8.7,2.3,2.8,0.6
CC(=O)N1CCN(C(=O)CCc2nc3sc4c(c3c(=O)[nH]2)CCCC4)CC1,5.0,-3.2,-5.2,2.3,4.8,-7.1,-1.5,3.2,-2.7
O=C(/C=C/c1ccco1)Nc1cccnc1Cl,1.8,-11.3,-5.7,-5.1,-0.1,-3.4,3.9,-30.6,6.0
Cc1c(Cl)cccc1NC(=O)CSCC(N)=O,0.9,-3.2,1.6,-3.9,0.3,-5.6,0.8,-0.2,3.5
COc1cc2c(cc1NC(=O)CSc1nnc(Cc3cccs3)n1Cc1ccco1)oc1ccccc12,9.2,-31.8,-0.7,2.7,1.2,-12.3,7.6,0.1,-31.4

# Continuation:
SMILES,14-3-3 Bad PPI,Tb hexokinase,MDM2 E3 inh,Runt-SMMHC FRET,L929 necroptosis,EBV gp42 inh,Runt-CBFb FRET,Hck Nef HTS,p47phox inh
COc1ccc(C(=O)NCC2CCCO2)cc1 (configuration not stated),8.3,0.7,-37.5,-6.0,0.2,-14.1,1.0,-0.8,-5.1
Cc1cc2ccccc2cc(C)c1=O,-7.7,45.7,-8.3,4.4,-0.2,-8.8,-1.8,4.3,6.2
O=C(NCc1ccc2c(c1)OCO2)c1cc(-c2ccc(Cl)cc2Cl)on1,-6.1,-13.9,-5.1,-17.9,0.2,-15.2,nt,-0.5,6.0
CCCS(=O)(=O)c1c(S(=O)(=O)CCC)c2c(C)cccn2c1C(N)=O,7.3,-7.1,4.5,1.6,-0.1,-14.0,1.6,13.5,1.7
Cc1ccc(-c2[nH]c3ccccc3c2SCCNC(=O)c2cc3ccccc3oc2=O)cc1,1.1,-19.2,nt,1.9,6.5,-10.1,-3.8,-2.5,-17.9
O=C(CSC(=S)N1CCCCC1)c1c(F)cccc1F,-6.1,-4.5,-30.2,-6.9,-1.2,-13.8,1.1,-12.2,-20.4
CCOCCCNC(=O)c1ccc(N(C)S(=O)(=O)c2ccc(OC)cc2)cc1,1.9[fluorescence artefact?],5.8,-13.9,-6.5,-0.8,-20.3,-1.1,-18.3,-1.5
NS(=O)(=O)c1ccc(CCNC(=S)Nc2ccccc2)cc1,15.7,-3.5,-10.5,-5.3,1.2,-4.5,3.6,1.6,9.4
CCOC(=O)C1=C(C)NC2=C(C(=O)CC(C)(C)C2)C1c1ccc(N(C)C)cc1 (configuration not stated),4.9,-14.7,-5.5,16.4,0.1,-2.7,3.8,4.7,-15.7
Cc1nn(CCC#N)c2nc(-c3ccccc3)cc(C(F)(F)F)c12,-1.0,-13.1,2.4,-10.8,-0.7,1.5,-4.3,0.8,-11.6
Cc1ccc(CN2CC34C=CC(O3)C(C(=O)NCc3ccc5c(c3)OCO5)C4C2=O)cc1 (configuration not stated),0.7,-3.5,-14.4,-1.9,1.6,-8.3,-2.4,2.3,-4.1

# An excerpt of these results, as tab-separated lines.
Compound	14-3-3 Bad PPI	Tb hexokinase	MDM2 E3 inh	Runt-SMMHC FRET	L929 necroptosis	EBV gp42 inh	Runt-CBFb FRET	Hck Nef HTS	p47phox inh
Cc1cc2ccccc2cc(C)c1=O	-7.7	45.7	-8.3	4.4	-0.2	-8.8	-1.8	4.3	6.2
NS(=O)(=O)c1ccc(CCNC(=S)Nc2ccccc2)cc1	15.7	-3.5	-10.5	-5.3	1.2	-4.5	3.6	1.6	9.4
CCOCCCNC(=O)c1ccc(N(C)S(=O)(=O)c2ccc(OC)cc2)cc1	1.9[fluorescence artefact?]	5.8	-13.9	-6.5	-0.8	-20.3	-1.1	-18.3	-1.5
